Compound activity deposited in PubChem BioAssay by National Center for Advancing Translational Sciences (NCATS).
EPAC1 antag = antagonists of human EPAC1; EPAC1 GEF assay, Rap1b-BODIPY-GDP exchange fluorescence; Potency, µM (highest dose often 115 µM), without a hit: at the top dose activity change, negative = inhibition, actives largely listed as inhibitors; 0.14% of 360,000 active;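 note: potency is the fitted concentration of half-maximal effect; plate controls were vehicle for no effect and positive control for full effect; nearly all actives have a fitted effect of over 50% in size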
aSyn rescue = rescues yeast growth from alpha-synuclein toxicity. Yeast expressing alpha-synuclein, growth rescue, BacTiter-Glo, 24 h. Potency, µM (highest dose often 46.1 µM), for the others: at the top dose growth rescue (activation), usual class: activators. 0.14% of 370,000 active; note: potency is the fitted concentration of half-maximal effect; % of control where 0% means no effect; nearly all actives have a fitted effect of over 65% in size
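Screening used galactose-induced yeast with toxic alpha-synuclein levels, exposed to compound for 24 hr at 30 deg C. Cell growth, read with BacTiter-Glo luminescence, gave the measured signal.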
Abeta yeast res = A-beta toxicity reversal in yeast | yeast expressing A-beta42, growth rescue, OD600, 48 h; response scale: 0% DMSO, 100% iron-clioquinol control | AID 1347071 | Potency, µM (highest dose often 46.1 µM), without a hit: top-dose growth rescue, usual class: activators | 0.063% of 410,000 active; note: potency is the fitted concentration of half-maximal effect; nearly all actives have a fitted effect of over 55% in size
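Yeast growth medium received pinned compounds, then yeast cells expressing toxic A-beta were added; plates incubated at 30 C for 48 hr. Growth read as absorbance at 600 nm, normalized to DMSO and equimolar FeCl3 plus clioquinol controls.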
PI5P4Ka inh = blocks human PI5P4K alpha kinase activity; P48426; PI5P4Kalpha enzyme, ADP-Glo luminescence, 60 min; hits give low values; max response, %; 1.2% of 330,000 active; AID 652105; active = max response of -50% or lower; inconclusive = between -30% and -50%; inactive = -30% or higher; note: value at the top dose of about 77 µM; % is set by controls: 0 for no effect and ±100 for the full control effect
Target sequence (P48426 whole entry, looked up): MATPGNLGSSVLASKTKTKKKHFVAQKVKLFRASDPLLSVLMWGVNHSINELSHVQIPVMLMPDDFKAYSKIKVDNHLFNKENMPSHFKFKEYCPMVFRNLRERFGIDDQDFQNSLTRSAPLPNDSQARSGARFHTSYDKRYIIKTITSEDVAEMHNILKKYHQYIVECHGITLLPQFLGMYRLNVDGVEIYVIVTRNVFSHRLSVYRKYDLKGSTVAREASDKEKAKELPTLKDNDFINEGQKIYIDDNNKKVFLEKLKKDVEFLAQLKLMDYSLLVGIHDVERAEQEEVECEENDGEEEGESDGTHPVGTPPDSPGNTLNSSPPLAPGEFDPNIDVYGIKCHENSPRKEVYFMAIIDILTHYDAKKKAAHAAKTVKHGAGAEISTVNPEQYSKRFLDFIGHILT
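qHTS, 1536-well: enzyme/substrate mix, compound by pin tool, 5 microM ATP final; RT 60 min; ADP-Glo reagents 1 (45 min) then 2 (30 min); luminescence.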
PLK1 PBD block = inhibitors of human PLK1 polo-box domain binding; Plk1 PBD binding of FITC phosphopeptide, fluorescence polarization; P53350; Potency, µM, for inactives: max response, negative = inhibition, most hits filed as inhibitors; AID 720504; 2.8% of 360,000 active; note: potency is the fitted concentration of half-maximal effect; series mostly up to about 57 µM; % is set by controls: 0 for no effect and ±100 for the full control effect; nearly all actives have a fitted effect of over 65% in size
Target sequence (P53350 whole entry, looked up, the tested form may be a part): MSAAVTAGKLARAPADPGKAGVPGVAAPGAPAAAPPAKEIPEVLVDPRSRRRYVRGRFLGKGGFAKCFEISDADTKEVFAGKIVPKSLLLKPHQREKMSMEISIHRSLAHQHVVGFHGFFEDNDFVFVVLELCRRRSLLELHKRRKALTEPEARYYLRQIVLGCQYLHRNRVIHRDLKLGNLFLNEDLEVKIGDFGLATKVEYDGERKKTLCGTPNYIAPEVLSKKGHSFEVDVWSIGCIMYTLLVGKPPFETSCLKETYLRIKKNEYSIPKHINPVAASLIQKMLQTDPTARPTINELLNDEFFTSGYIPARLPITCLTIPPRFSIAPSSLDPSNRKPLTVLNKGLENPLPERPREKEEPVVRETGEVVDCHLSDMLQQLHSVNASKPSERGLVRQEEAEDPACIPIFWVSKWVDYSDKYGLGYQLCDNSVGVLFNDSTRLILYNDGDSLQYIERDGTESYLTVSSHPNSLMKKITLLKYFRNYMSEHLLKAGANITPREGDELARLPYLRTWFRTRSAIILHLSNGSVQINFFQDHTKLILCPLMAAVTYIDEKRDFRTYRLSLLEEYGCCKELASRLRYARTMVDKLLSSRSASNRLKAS
FUS suppressor = rescues growth of FUS-expressing yeast. S. cerevisiae FUS-expressing, growth rescue, OD600, 24 h. Potency, µM (top dose mostly 76.6 µM), for inactives: top-dose growth rescue (activation), actives largely listed as activators. 0.24% of 390,000 active. AID 1347120;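 note: potency is the fitted concentration of half-maximal effect; plate controls were DMSO vehicle for no effect and reference control for full effect; nearly all actives have a fitted effect of over 55% in size; some results filed as inactive show a strong effect at the top dose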
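Galactose (2%) drives FUS expression in yeast precultured in raffinose; seeding density OD 0.005. Test compounds incubated 24hr at 30C and 99% humidity before absorbance at 600 nm was measured.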
IL-2 act = IL-2 activation. IL-2 activation reporter assay, cell-based qHTS; stimulated with anti-CD3/CD4/CD28 beads; in transgenic mouse T cells. activation, % (series mostly up to about 46 µM). 0.065% of 360,000 active; in the data active = activation above about 50%; inconclusive = mostly about 30% to 49%; note: 0% is about no effect
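Readout: EGFP and DsRed signals by fluorescent plate cytometry. Unstimulated transgenic mouse T cells received compound 60 min before antibody-bead stimulation, then incubated 18 h at 37 degrees C.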
WRN inhibitor = WRN helicase (human) inhibition | WRN helicase unwinding, fluorescent forked duplex, kinetic | Potency, µM (titrated, usually from 114 µM), for inactives: top-dose activity change, negative = inhibition, actives largely listed as inhibitors | 0.46% of 360,000 active | AID 651768; note: potency is the fitted concentration of half-maximal effect; % is set by controls: 0 for no effect and ±100 for the full control effect; nearly all actives have a fitted effect of over 55% in size
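Screening of the MLSMR collection measured strand separation of a quenched forked DNA duplex (100 nM) by 20 nM WRN with 2 mM ATP, all final. Compounds were preincubated with enzyme 15 min at room temperature.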
EPAC1 agonist = EPAC1 (human) agonism; O95398; EPAC1 agonist qHTS, biochemical assay; response scale: 100% = response to 6.5 mM cAMP; Potency, µM (highest dose often 154 µM), for the others: top-dose activation, hits mostly activators; 0.073% of 360,000 active; AID 720707; note: potency is the fitted concentration of half-maximal effect; nearly all actives have a fitted effect of over 60% in size
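Multi-concentration qHTS readout: loss of Rap1B-bound BODIPY-GDP fluorescence driven by 100 nM EPAC1 with excess GDP (50 uM), monitored kinetically at room temperature; agonist response expressed relative to 6.5 mM cAMP.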
Starred values were filed as active, the others as inactive; ? = inconclusive; . = not tested or not shown; & = joins results of further samples; [ ] = remark or other dose. Unless noted, calls come from the whole dose curve; as a rule, active = well fitted curve in the direction sought with a large enough effect; inconclusive = small, poorly fitted or top-dose-only effect, or another doubt; inactive = no such curve, though single readings can be large; an effect the other way counts as inactive or inconclusive.

Order of results: EPAC1 antag	aSyn rescue	Abeta yeast res	PI5P4Ka inh	PLK1 PBD block	FUS suppressor	IL-2 act	WRN inhibitor	EPAC1 agonist
Cc1ccc(NC(=O)COC(=O)c2cccnc2Cl)cc1S(=O)(=O)N1CCCCC1
 : -21%	4%	1%	-9	-18%	9%	-1.5	-1%	-6%
COc1ccc(C(=O)NC2CCN(S(=O)(=O)Cc3ccccc3)CC2)c(OC)c1
 : 3%	-1%	-12%	-1	-8%	-12%	-1.4	1%	-6%
CCOC(=O)Cc1csc(NC(=O)CSc2nnc(-c3cccnc3)n2Cc2ccco2)n1
 : -4%	6%	8%	-3	3%	2%	-0.7	-8%	11%
CCCCN(Cc1ccco1)S(=O)(=O)c1ccc(-c2ccc(=O)[nH]n2)s1
 : -19%	1%	10%	-21	24µM*	-18%	-4.0	-7%	-4%
Cc1cccc(NC(=O)c2nc[nH]c2C(=O)NCC(=O)OCc2ccccc2)c1
 : -28%	-4%	7%	28	3%	5%	-0.6	-2%	8%
O=C(NCc1ccccn1)C1CCC(=O)N1C1CCCC1 (stereo not drawn)
 : -5%	0%	27%	-1	-6%	-17%	-0.7	-7%	-4%
O=C(COC(=O)c1cc(F)c(F)cc1Cl)NC1CC1
 : 0%	-3%	-10%	1	-4%	-16%	2.5	-4%	4%
COC(=O)[C@@]12C[C@@H](CC(=O)N3CCC(c4ccccc4)CC3)C(=O)N(Cc3ccco3)C1=CCC(C)(C)C2
 : -7%	2%	1%	3	-17%	40%	-0.3	-2%	-6%
COc1ccccc1CCc1nnc(CCC(=O)NCCOc2cccnc2)o1
 : -19%	7%	6%	0	-5%	2%	-1.9	-10%	3%
O=C(Cn1cc2c(n1)CCCCC2)N1CCc2ccccc2C1
 : -10%	-1%	3%	-3	-8%	-25%	-2.0	-1%	2%

Order of results: EPAC1 antag	aSyn rescue	Abeta yeast res	PI5P4Ka inh	PLK1 PBD block	FUS suppressor	IL-2 act	WRN inhibitor	EPAC1 agonist
O=C(/C=C/c1cccc([N+](=O)[O-])c1)NCCSc1ccccc1
 : -6%	1%	-4%	-6	-7%	-2%	0.1	-11%	12%
COC(=O)CC1=C(C(=O)OC)C(c2ccc3c(c2Cl)OCO3)C(C#N)=C(N)O1 (stereo not drawn)
 : -10%	-10%	6%	.	1%	9%	-3.9	-3%	6%
Cc1ccc(Cc2c(-c3ccc(C#N)cc3)nc3c(C)cc(Br)cn23)cc1
 : 3%	3%	-1%	-1	-5%	23%	0.2	-9%	8%
C=C(C)c1cccc(C(C)(C)NC(=O)NCc2ccc(OC)cc2)c1
 : 13%	-1%	4%	-8	-9%	20%	-0.2	-8%	7%
Nc1c(C(=O)NCc2ccco2)c2nc3ccccc3nc2n1CCc1ccc(F)cc1
 : ?	28%	2%	?	-18%	.	-0.4	?	-2%
Cc1c(C(=O)N(Cc2ccc(N(C)C)cc2)C2CCS(=O)(=O)C2)oc2ccccc12 (stereo not drawn)
 : 2%	13%	-2%&-7%	1	6%	?	0.5	-7%	6%
CC1CCN(c2c(NCC3CCC(C(=O)NC4CCCCCC4)CC3)c(=O)c2=O)CC1 (stereo not drawn)
 : -15%	0%	7%	-3	-14%	2%	-1.6	-3%	6%
CCCCN(C)C(=O)c1nc2ccccn2c1CNC1CCC1
 : 7%	3%	?	0	-15%	-7%	-0.1	7%	10%
COc1ccc(C(=O)Nc2ccccc2NC(=O)c2ccco2)c(OC)c1
 : 6%	-5%	-16%	-1	-8%	-1%	0.5	5%	11%
COCCN(C(=O)COC(=O)c1c(C)nn(-c2ccccc2)c1C)c1c(N)n(Cc2ccccc2)c(=O)[nH]c1=O
 : 6%	1%	14%	-1	-7%	16%	-4.6	-1%	8%

In the list so far, these contain a Cl atom.
Order of results: EPAC1 antag	aSyn rescue	Abeta yeast res	PI5P4Ka inh	PLK1 PBD block	FUS suppressor	IL-2 act	WRN inhibitor	EPAC1 agonist
Cc1ccc(NC(=O)COC(=O)c2cccnc2Cl)cc1S(=O)(=O)N1CCCCC1
 : -21%	4%	1%	-9	-18%	9%	-1.5	-1%	-6%
O=C(COC(=O)c1cc(F)c(F)cc1Cl)NC1CC1
 : 0%	-3%	-10%	1	-4%	-16%	2.5	-4%	4%
COC(=O)CC1=C(C(=O)OC)C(c2ccc3c(c2Cl)OCO3)C(C#N)=C(N)O1 (stereo not drawn)
 : -10%	-10%	6%	.	1%	9%	-3.9	-3%	6%

(listing goes on)
Order of results: EPAC1 antag	aSyn rescue	Abeta yeast res	PI5P4Ka inh	PLK1 PBD block	FUS suppressor	IL-2 act	WRN inhibitor	EPAC1 agonist
O=C(COC(=O)C1CC1)Nc1ccc([N+](=O)[O-])cc1C(F)(F)F
 : 18%	-7%[1.84 µM]	6%	8	8%	15%	-0.4	0%	-4%
O=C(CCN1C(=O)c2ccccc2C1=O)NC1=NCCS1
 : 8%	-5%	-3%	-10	-18%	10%	-2.9	1%	7%
NS(=O)(=O)c1ccc(CCn2c(=S)[nH]c3ccccc3c2=O)cc1
 : -1%	-3%	-7%	-26	-7%	15%	-3.6	-7%	10%
COc1ccc(SCCN2CCN(C)CCC2=O)cc1
 : -22%	-12%	7%	4	-3%	-3%	0.4	-1%	-1%
CCN(CC)S(=O)(=O)c1ccc(C(=O)NCC(=O)NCc2ccc3c(c2)OCO3)cc1
 : 16%	-3%	-1%	-3	7%	29%	-1.7	0%	-12%
O=C(CSc1nnc(-c2c[nH]c3ccccc23)o1)N1c2ccccc2CCc2ccccc21
 : 9%	2%	3%	.	-4%	25%	-1.2	-6%[57.1 µM]	9%
CN(C(=O)COC(=O)c1ccc2ccccc2n1)C1CCCCC1
 : 4%	16%	7%	3	7%	-5%	-0.5	-3%	-5%
O=C(COc1ccccc1CNCc1ccccc1)Nc1ccccc1
 : 5%	-3%	4%	.	-1%	9%	-4.5	10%	0%
COc1ccc(N2CCN(C(=O)Cn3cnc4c3c(=O)n(C)c(=O)n4C)CC2)cc1
 : 11%	-4%	-6%	-6	-16%	14%	1.4	5%	-2%
O=c1[nH]cnc2c1sc1nc3c(c(-c4ccc(Cl)cc4)c12)CCC3
 : -14%	2%	22%	0	-2%	-16%	0.6	-10%	3%

Order of results: EPAC1 antag	aSyn rescue	Abeta yeast res	PI5P4Ka inh	PLK1 PBD block	FUS suppressor	IL-2 act	WRN inhibitor	EPAC1 agonist
Cc1ccc(C(=O)NCC(=O)OCc2c(F)cccc2Cl)s1
 : -18%	9%	0%	-12	-10%	3%	-0.8	-35%	-3%
O=C(Nc1nc2ccccc2s1)c1cc2c(s1)-c1ccccc1OC2
 : -13%	-3%	-5%	0	-1%	8%	-3.9	-3%	-8%
CC(=O)N1CCc2cc(Br)cc(S(=O)(=O)N3CCCCCC3)c21
 : -7%	-5%	-3%	-3	2%	1%	2.4	-3%	-1%
O=C(OC(C(=O)NC1CCCC1)c1cccnc1)C1=Cc2ccccc2OC1 (stereo not drawn)
 : -6%	0%	5%	2	-1%	1%	-1.9	-4%	-1%
COc1ccc(-c2nnn(CC(=O)N(CCN3CCOCC3)C(C(=O)NC3CCCC3)c3ccco3)n2)cc1 (stereo not drawn)
 : 9%	6%	1%	4	2%	-11%	-3.7	1%	0%
CCCCCCCCc1nc(SCC(C)=O)n[nH]1
 : 3%	-5%	4%	6	-10%	19%	0.5	-6%	5%
O=C(c1[nH]c(C(F)(F)F)nc1-c1ccccc1)N1CCN(CCN2CCOCC2)CC1
 : 3%	-6%	-2%	0	-3%	-24%	0.6	6%	-1%
CN1N=C(/C=C/c2ccccc2)CCC1=O
 : 13%	-1%	-1%	4	?	-12%	-4.6	-6%	8%
CCN(CC)C(=O)CN(c1ccc2c(c1)OCO2)S(C)(=O)=O
 : -14%	3%	-1%	.	-9%	-18%	-1.4	-5%	7%
Cc1ccc(C)c(NC(=O)C(Sc2nc3ccccc3c(=O)n2CC(C)C)c2ccccc2)c1 (stereo not drawn)
 : 8%	-6%	-19%	3	2%	.	-4.6	-9%	8%

Grouped by structure, those above with a CF3 group
Order of results: EPAC1 antag	aSyn rescue	Abeta yeast res	PI5P4Ka inh	PLK1 PBD block	FUS suppressor	IL-2 act	WRN inhibitor	EPAC1 agonist
O=C(COC(=O)C1CC1)Nc1ccc([N+](=O)[O-])cc1C(F)(F)F
 : 18%	-7%[1.84 µM]	6%	8	8%	15%	-0.4	0%	-4%
O=C(c1[nH]c(C(F)(F)F)nc1-c1ccccc1)N1CCN(CCN2CCOCC2)CC1
 : 3%	-6%	-2%	0	-3%	-24%	0.6	6%	-1%

Following part:
Order of results: EPAC1 antag	aSyn rescue	Abeta yeast res	PI5P4Ka inh	PLK1 PBD block	FUS suppressor	IL-2 act	WRN inhibitor	EPAC1 agonist
CCOC(=O)/C=C1\SCC(=O)N1CC(=O)NC1CCCCC1
 : -3%	-18%	17%	.	-1%	-15%	-0.1	-17%	8%
O=C(NCC1CC1)Nc1cccc(C(F)(F)F)c1
 : 0%	-4%	-17%	2	-5%	13%	0.8	17%	-4%
CN1/C(=C/C=C(C#N)C#N)C=Cc2ccccc21
 : 12%	0%	1%	0	36%[activator]	-10%	1.8	43%[activator][11.6 µM]	1%
CC(C)c1ccc(S(=O)(=O)N2CCN(C(=O)CN3C(=O)c4ccccc4C3=O)CC2)cc1
 : -3%	5%	3%	-4	-10%	-1%	-0.2	0%	14%
CCOc1ccc(C(=O)COC(=O)c2cc([N+](=O)[O-])ccc2N2CCOCC2)cc1
 : 6%	-7%	9%	-2	-4%	21%	-3.3	-2%	2%
COCCCN(CC(=O)Nc1ccc(N2CCOCC2)cc1)S(=O)(=O)c1ccc(C)cc1
 : -5%	2%	6%	1	2%	29%	0.9	10%	-4%
COc1ccc(C(C)(O)c2nc(-c3cccs3)cs2)cc1 (stereo not drawn)
 : -2%	15%	?	3	-3%	-6%	-0.5	1%	-4%
O=C(c1c(F)cccc1F)N1CCN(c2ncc(Br)cn2)CC1
 : ?	17%	-16%	15	-7%	15%	-2.4	3%	1%
CN(C(=O)c1cnccn1)c1nnc(-c2cnccn2)s1
 : 0%	0%	0%	0	-1%	-8%	1.1	-5%	0%

Compounds as they come; about 4.1% have a hit in one of these screens.
